# MEX-5 binding = MEX-5 zinc finger RNA-binding disruptors – biochemical, C. elegans, fluorescence polarization, MLPCN library, primary screen. MEX-5/FITC-TCR2 RNA binding; stronger effect = lower value. activity score (negative = inhibition of binding), % at 10 µM. actives 0.38% (n = 300,000). AID 1832, 2009;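 active = inhibition past about -25% in most replicates, and total fluorescence under double the plate's negative control median, limit read from the data; inconclusive = replicates evenly split on the limit, or fluorescence at least double controls; inactive = too little inhibition in most replicates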;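 also: 0% = DMSO and -100% = 5 µM competing unlabeled TCR2 RNA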
# Bcl-xL primary = inhibitors of human Bcl-xL, primary screen, biochemical, fluorescence polarization, HTS. Bcl-2-like protein 1 (Homo sapiens), Q07817. GST-Bcl-xL / FITC-Bim BH3 peptide fluorescence polarization. inhibition, % at 10.9 µM. actives 0.7% (n = 320,000);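 active = inhibition above the mean of all tested compounds plus 3 SD, cutoff set per campaign, cut at about 30% in these data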;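 also: 0% = DMSO wells and 100% = unlabeled Bim-BH3 peptide competitor; inhibitors lower millipolarization by displacing the labeled peptide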
# CIT2 TOR yeast = modulators of CIT2-GFP expression in yeast, primary screen, S. cerevisiae, GFP fusion, multiplex flow cytometry, MLPCN library; S. cerevisiae CIT2-GFP strain, 3 h; 100 means same as DMSO wells; actives 0.065% (n = 320,000); GFP response vs DMSO, % at 10 µM; AID 2029, 2009;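 active = GFP response relative to DMSO above a set limit, near the screen mean plus 3 SD, cut at about 150% in these data; inconclusive = Fewer than 70 cells measured for a yeast strain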;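 also: ratio of well median GFP fluorescence to mean of DMSO wells on the plate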
# GLD-1 TGE inh = GLD-1/TGE RNA complex disruptors, primary screen, biochemical, fluorescence polarization; actives 0.44% (n = 320,000); AID 2280, 2010; purified GLD-1 + fluorescein TGE RNA; inhibition, % at 5.96 µM; Female germline-specific tumor suppressor gld-1 (Caenorhabditis elegans), Q17339;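 active = percent inhibition above a per-plate cutoff, the plate mean of test compounds plus 3 SD, cut at about 30% in these data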;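 also: 0% = DMSO wells with GLD-1 and probe and 100% = wells lacking GLD-1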
# GRK2 inh = compounds blocking aptamer binding on GRK2 – biochemical, human GRK2, bead flow cytometry, HTS, primary screen | Beta-adrenergic receptor kinase 1 (Homo sapiens), P25098 | inhibition of aptamer binding, % at 10 µM | AID 488847, 2010 | FAM-aptamer displacement from GRK2 | actives 0.59% (n = 330,000);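 active = inhibition of aptamer binding above 40%, roughly 3 SD of noise, on plates passing a quality check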;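 also: median bead fluorescence of bound FAM aptamer so fluorescent compounds give negative values; no value below 0 was filed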
# MCL1-BIM inh = inhibitors of MCL1 binding to BIM-BH3, primary screen, biochemical, fluorescence polarization; Induced myeloid leukemia cell differentiation protein Mcl-1 (Homo sapiens), Q07820; GST-MCL1 / FITC-Bim-BH3 fluorescence polarization; inhibition, % at 10.9 µM; actives 0.68% (n = 320,000); AID 2057, 2009;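 active = inhibition above the mean inhibition of all tested compounds plus 3 SD, set per campaign, cut at about 40% in these data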;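 also: 0% = DMSO wells and 100% = unlabeled Bim-BH3 peptide control; higher means more loss of mP so more displacement of Bim peptide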
# CR mimetic SO = reduction of superoxide in aged yeast, primary screen, HTS | S. cerevisiae aged cells, superoxide DHE fluorescence; stronger effect = lower value | superoxide response (% of plate mean), % at 10 µM | actives 0.18% (n = 330,000) | AID 2690, 2010;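 active = superoxide response under a set limit, about three screen SD below normal, cut at about 65% in these data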;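 also: yeast aged for seven days with compound at 30 °C before DHE staining; 100% = average MFI of all compound-treated wells on the plate with controls excluded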
# VLA-4 inh = inhibition in human VLA-4 binding assay, primary screen, VLA-4 allosteric modulator project, MLPCN library, flow cytometry, VLA-4 expressing cells | inhibition, % (about 7 µM as worked out from the volumes in the protocol) | actives 0.2% (n = 330,000) | ligand binding flow cytometry; in the data active = inhibition above about 50%
# Target sequence (P13612 whole entry, looked up): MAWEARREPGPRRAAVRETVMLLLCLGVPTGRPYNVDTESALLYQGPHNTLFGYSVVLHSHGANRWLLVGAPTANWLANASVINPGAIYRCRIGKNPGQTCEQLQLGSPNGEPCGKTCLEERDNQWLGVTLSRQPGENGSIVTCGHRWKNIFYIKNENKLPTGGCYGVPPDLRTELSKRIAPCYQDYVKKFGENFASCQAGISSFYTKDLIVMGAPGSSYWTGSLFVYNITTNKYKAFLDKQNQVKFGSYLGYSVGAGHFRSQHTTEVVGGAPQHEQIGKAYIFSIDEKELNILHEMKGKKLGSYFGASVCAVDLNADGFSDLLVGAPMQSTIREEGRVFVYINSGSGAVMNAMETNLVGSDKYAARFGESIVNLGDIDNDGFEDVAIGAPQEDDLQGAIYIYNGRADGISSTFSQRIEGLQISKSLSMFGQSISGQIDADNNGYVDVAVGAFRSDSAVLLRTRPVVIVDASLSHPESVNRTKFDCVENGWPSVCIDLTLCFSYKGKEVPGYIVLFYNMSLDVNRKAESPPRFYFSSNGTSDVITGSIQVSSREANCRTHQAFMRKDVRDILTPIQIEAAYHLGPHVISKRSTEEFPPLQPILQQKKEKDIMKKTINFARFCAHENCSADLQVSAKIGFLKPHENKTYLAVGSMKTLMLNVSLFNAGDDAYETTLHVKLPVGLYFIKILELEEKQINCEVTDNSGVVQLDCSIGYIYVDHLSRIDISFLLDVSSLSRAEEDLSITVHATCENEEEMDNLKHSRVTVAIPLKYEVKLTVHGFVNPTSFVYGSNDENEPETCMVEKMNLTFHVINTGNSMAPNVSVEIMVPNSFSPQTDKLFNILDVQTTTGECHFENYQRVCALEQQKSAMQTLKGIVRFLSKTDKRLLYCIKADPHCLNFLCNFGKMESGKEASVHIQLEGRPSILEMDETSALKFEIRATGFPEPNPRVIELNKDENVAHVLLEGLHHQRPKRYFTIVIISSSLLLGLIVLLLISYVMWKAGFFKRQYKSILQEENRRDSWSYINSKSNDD
# AGP1-GFP MLPCN = modulators of AGP1-GFP expression in yeast TOR pathway, primary screen, cell-based, multiplex flow cytometry, S. cerevisiae, MLPCN library; 3 h; GFP as percent of DMSO wells; GFP response vs DMSO, % at 10 µM; actives 0.02% (n = 320,000); AID 2066, 2009;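 active = GFP response relative to DMSO above a set limit, near screen average plus 3 SD, cut at about 150% in these data; inconclusive = fewer than 70 cells counted for the yeast strain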;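 also: median GFP channel fluorescence of the gated AGP1 strain per well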
# The depositor's hits bear a star; i = inactive; ? = inconclusive; nt = not tested or not shown; [ ] = remark or other dose.
canonical_smiles,MCL1-BIM inh,AGP1-GFP MLPCN,Bcl-xL primary,MEX-5 binding,GRK2 inh,CR mimetic SO,VLA-4 inh,CIT2 TOR yeast,GLD-1 TGE inh
CN(C)/C=C(\C(=O)c1ccccc1)c1nnnn1-c1ccc(F)cc1,6,98,8,2.0,0,106,14,96,3
Cc1ccc(-n2c(C)nc3c(cnn3-c3ccc(F)cc3)c2=O)cc1,5,93,4,1.5,0,86,8,95,1
O=C(COC(=O)Cc1ccc(S(=O)(=O)N2CCOCC2)s1)Nc1ccccc1Cl,nt,95,nt,nt,1,109,-2,90,-4
CCOC(=O)N1CCC(N(CCOC)C(=O)Nc2ccc(CC)cc2)CC1,0,93,-1,-0.1,7,119,23,99,-5
O=C(CNC1CC1)Nc1cc(C(F)(F)F)ccc1Cl,-2,103,1,0.5,1,102,-5,104,2
C#CC[N+]1(CC#Cc2cccc(C)c2)CCCCC1,7,103,4,3.9,4,102,4,101,2
Cc1ccc(S(=O)(=O)N(CC(=O)N2CCc3ccccc3C2)c2ccc(Cl)c(Cl)c2)cc1,15,100,7,-1.3,0,97,0,98,7
COC(=O)c1ccccc1NC(=O)c1noc2c1CCCC2,1,117,4,0.6,1,104,-6,115,7
O=C(CN1C(=O)COc2ccc(S(=O)(=O)N3CCCCC3)cc21)NCc1ccccc1Cl,2,110,-4,1.7,4,105,0,111,2
CC1CCc2nc(/C(C#N)=C/c3cccnc3)sc2C1 (centres undefined),16,96,15,-5.4,1,108,2,95,-6
CCC1CCCCN1CCCNC(=O)CN1C(=O)CSc2ccc(S(=O)(=O)N3CCC(C)CC3)cc21 (centres undefined),-3,91,3,2.7,0,98,10,102,-2
Cc1ccc(CNC(=O)C(=O)NCC2OCCN2S(=O)(=O)c2ccc(Cl)cc2)cc1 (centres undefined),-3,100,0,-0.5,0,92,3,107,3
COCCCn1cnc2c(c1=O)c1nc3ccccc3nc1n2-c1ccccc1,0,32,4,0.1,3,101,0,107,-5
O=c1oc2ccccc2c(Cl)c1CN1CCCCC1,2,100,5,2.4,1,91,9,101,1
CCCCOc1ccc(/C(O)=C2/C(=O)C(=O)N(CCCOC)C2c2ccncc2)cc1C (centres undefined),0,99,5,4.1,0,96,0,97,6
CCOC(=O)CSc1nc(C)c2cc(OC)ccc2n1,4,96,6,0.9,0,106,0,97,3
Cc1ccnc(SCC(=O)Nc2sc3c(c2C#N)CCCC3)n1,-6,85,3,-4.3,2,108,-9,82,-1
Cc1ccc(C(=O)O/N=C/C2=C(Cl)c3ccccc3CC2)cc1,-6,97,2,-3.1,1,96,-8,98,0
CCCCn1c(SCC(N)=O)nnc1-c1ccco1,3,100,1,-1.7,1,105,15,97,6
Cc1cccc(NC(=O)Cn2cnc3c(oc4ccccc43)c2=O)c1,1,108,-1,1.9,2,98,-5,110,-7
Cc1noc(C)c1NC(=O)Nc1cccc2c1O[C@H](CN(C)S(=O)(=O)c1ccc(F)cc1)[C@@H](C)CN([C@H](C)CO)C2=O,nt,nt,nt,nt,0,107,10,nt,5
NC(=O)[C@@H]1CC2(CC(c3cccc(NC(=O)COc4ccc(Cl)cc4)c3)=NO2)CN1C(=O)COc1ccc(Cl)cc1 (some centres undefined),5,90,5,3.0,2,98,11,94,-1
Cc1ccc(S(=O)(=O)N/N=C/c2cccc([N+](=O)[O-])c2)cc1,7,98,9,-6.9,2,87,-8,95,5
O=C(Nc1ccc2c(c1)OCCO2)N1CCOCC1,-2,104,3,0.4,0,90,11,105,-1
CN(c1ccc(OC(=O)CN2C(=O)NC3(CCCC3)C2=O)cc1)S(=O)(=O)c1ccccc1,-2,104,-1,-0.8,2,77,-3,96,7
O=C(CN1CCCCC1)NNc1nc(-c2ccccc2)c2cc(Br)ccc2n1,6,100,2,-3.7,0,106,7,104,-2
COC(=O)c1ccc(NC(=O)CN(c2ccc(OC)cc2)S(C)(=O)=O)cc1,7,96,-4,0.1,0,99,3,106,3
Cc1cc(NCC2CCCCC2)nc2ccccc12,-2,100,3,-2.0,0,99,7,102,4
COCCOC(=O)C1=C(C)N=C2SCCC(=O)N2C1c1cccs1 (centres undefined),2,104,4,-2.6,81*,97,2,96,9
Cc1ccc(/C=N\NC(=O)c2ccc(Cn3cc(Br)c([N+](=O)[O-])n3)o2)o1,2,98,3,-0.8,7,110,18,101,4
Cc1nc(-c2ccc(S(=O)(=O)Nc3ccccc3C)cc2)co1,-1,103,-2,3.6,0,i,13,108,8
COc1ccccc1CN(C)C(=O)CSc1nnc(C2CC2)n1C1CC1,6,94,5,nt,2,117,-4,98,3
O=C(CN1CCOCC1)Nc1ccc(-c2nc3ccccc3[nH]2)cc1,2,98,0,1.6,0,102,15,95,7
Cc1ccccc1C(=O)N1CCN(c2ccc(NC(=O)c3cccc(OC(C)C)c3)cc2)CC1,0,96,4,3.2,0,116,-6,99,3
COc1ccc(NC(C)(C)c2nnnn2-c2c(C)cccc2C)cc1,6,92,2,2.7,0,107,-1,89,8
Cc1noc(C)c1C(=O)Nc1nc(-c2ccc(F)c(F)c2)cs1,2,86,3,nt,3,151,-5,89,0
CCOCCCNC(=O)C(c1ccc(OC)cc1)N(Cc1ccc2c(c1)OCO2)C(=O)c1cnccn1 (centres undefined),-5,105,0,0.0,0,89,0,102,10
COc1ccc(C2=CC(=O)CC(c3ccc(F)cc3)C2)cn1 (centres undefined),0,92,3,-6.2,0,100,-13,87,3
CCOC(=O)CSC1=NC(=O)/C(=C\c2ccc(Cl)cc2)S1,-19,83,-12,5.4,1,90,21,73,-14
O=C(/C=C/c1ccccc1)NCCS(=O)(=O)N1CCN(c2ccc(F)cc2)CC1,-1,105,4,0.4,0,99,12,97,0
O=C(NCc1ccccn1)C(C(=O)c1ccc(F)cc1)n1ccccc1=O (centres undefined),-1,92,2,-0.6,0,102,-3,87,1
CN1CCN(C(c2ccc(Cl)cc2)c2cc(Cl)c3cccnc3c2O)CC1 (centres undefined),43*,38,18,-11,1,117,20,80,8
COc1cc(C(=O)Nc2ccccn2)cc(OC)c1OC,-2,98,0,1.6,4,110,-7,96,5
O=C(NCc1n[nH]c(=S)n1-c1ccc(F)cc1)c1ccc(S(=O)(=O)N2CCCCC2)cc1,-11,99,-15,1.4,0,97,17,100,1
CN(C)CCC(Oc1ccccc1OCc1ccccc1)c1ccccc1 (centres undefined),-5,105,4,-3.4,0,104,8,107,8
CC12CCC(=O)N1C(C(=O)Nc1nnc(SCc3ccccc3F)s1)CS2 (centres undefined),3,97,1,1.5,0,111,-7,90,2
CCOC(=O)Cc1csc(NC(=O)CCc2ccc(S(=O)(=O)N3CCOCC3)cc2)n1,15,106,6,1.8,0,111,6,101,1
Cc1ccc(NC(=O)CS(=O)(=O)c2cn(C)c3ccccc23)c(C)c1,4,108,-4,1.8,1,100,1,99,2
COc1ccc(-c2sc3cc(OC)c(OC)cc3c2-c2ccc(O)cc2)cc1,nt,94,nt,nt,0,106,-9,88,16
COc1ccc(CNC(=O)CSc2nnc3c(Cl)cc(C(F)(F)F)cn23)cc1OC,-3,99,2,0.7,1,92,6,94,23
COc1ccc(N2CCN(c3oc(COc4ccccc4Cl)nc3C#N)CC2)cc1,10,105,3,1.9,1,104,25,83,2
COc1ccc([C@@H]2CC=C(C(=O)O)[C@H](c3ccc(Br)cc3)N2S(=O)(=O)c2ccc(C)cc2)cc1OC,nt,89,nt,nt,5,106,-15,93,1
Cc1ccc(N2C(=O)[C@@H]3C(C(=O)CCN4C(=O)c5ccccc5C4=O)=NN[C@@H]3C2=O)cc1,4,99,10,-0.9,3,81,2,100,2
COc1ccc(CN2C[C@H](Cc3ccccc3)[C@@H](CC(=O)Nc3ccccc3)C2=O)cc1,-3,92,5,-3.1,2,94,3,91,-4
Cc1cccc(NC(=O)CSc2nc(N)c(NC(=O)c3ccccc3F)c(=O)[nH]2)c1,11,102,9,-0.9,2,100,0,102,6
Cc1ccc2nc(NC(=O)c3ccc(N4C(=O)CCC4=O)cc3)sc2c1,-3,96,-3,-0.4,2,117,-1,100,-2

# The list goes on.
canonical_smiles,MCL1-BIM inh,AGP1-GFP MLPCN,Bcl-xL primary,MEX-5 binding,GRK2 inh,CR mimetic SO,VLA-4 inh,CIT2 TOR yeast,GLD-1 TGE inh
COc1cc2nc(SCc3ccc(C(F)(F)F)cc3)n(Cc3cccs3)c(=N)c2cc1OC,-3,118,5,1.9,0,103,2,110,-4
COc1cccc(NC(=O)Nn2cnnc2)c1,nt,?,nt,-0.8,3,110,3,93[may fluoresce red],nt
Cc1ccc(/C=C2\Oc3cc(OCC(=O)NN)ccc3C2=O)o1,nt,94,nt,6.4,6,103,5,90,nt
COc1ccccc1Nc1nc(-c2cccc([N+](=O)[O-])c2)cs1,1,102,5,1.8,5,99,-2,97,6
Fc1ccccc1Cn1nnc2c(-n3ccnc3)ncnc21,1,100,-4,4.3,0,110,9,105,5
COc1ccccc1-c1coc2cc(OC(=O)/C=C/c3ccccc3)ccc2c1=O,1,92,5,-1.6,0,108,-1,98,2
CCCCn1c(N)c(N(C)C(=O)c2cc3c(s2)CCCCC3)c(=O)[nH]c1=O,-10,89,-6,nt,0,130,-12,80,1
COc1ccc(CCNC(=O)CNS(=O)(=O)c2cccs2)cc1OC,-3,101,1,0.0,0,92,-11,103,-7
Cc1cc(Cl)ccc1OCC(=O)NCCC(=O)O,1,97,-3,0.6,0,90,37,97,5
Cc1ccc(N(CC(=O)NCC2CCCO2)C(=O)CCC(=O)Nc2ccccn2)cc1 (centres undefined),2,107,5,2.6,0,96,-4,95,-2
CN(CC(=O)N1CCN(c2ccccn2)CC1)S(=O)(=O)c1cccc2nsnc12,9,106,6,-0.9,1,102,14,110,2
CC(C)N(C(=O)CSc1nnc(Cn2nnc3ccccc32)n1C)C(C)C,-9,100,-2,-0.1,1,99,-10,100,3
CCOC(=O)CSc1nc2sc3c(c2c(=O)[nH]1)CC(C)(C)OC3,-1,105,5,-3.4,2,84,-8,105,4
Cc1cc(C)c(S(=O)(=O)NCCCn2ccnc2)c(C)c1,-7,108,-4,1.1,0,111,8,114,-4
COc1ccccc1N1CCN(C(=O)c2cc(C)on2)CC1,-5,102,-2,-1.5,2,87,10,104,5
CCCCC(=O)Nc1ccccc1C#N,0,105,4,2.6,0,98,2,116,6
COc1ccc(C(=O)N(c2ccccn2)C2CCCCC2)c(OC)c1,2,107,2,-0.5,0,99,-1,100,6
Cc1ccc(S(=O)(=O)N2CCOCC2)c(C)c1NS(C)(=O)=O,-8,104,5,-3.2,0,95,-7,103,8
C#CCOCCOCCOCCNc1nc(N2CCN(C(=O)[C@H](CCCCN)n3cc([C@@H](N)[C@H](C)CC)nn3)CC2)nc(N2CCN(C(=O)[C@H](CCC(=O)O)n3cc([C@@H](N)CCSC)nn3)CC2)n1,nt,101,nt,nt,0,104,29,106,-1

# Bioassay records (PubChem BioAssay)
